TNAP Pi inh = human TNAP inhibition, phosphate detection; inhibition, % at 20 µM; P05186; 21,000 tested, under 10 active; purified TNAP, pNPP, malachite green phosphate absorbance
Target sequence (P05186 whole entry, looked up): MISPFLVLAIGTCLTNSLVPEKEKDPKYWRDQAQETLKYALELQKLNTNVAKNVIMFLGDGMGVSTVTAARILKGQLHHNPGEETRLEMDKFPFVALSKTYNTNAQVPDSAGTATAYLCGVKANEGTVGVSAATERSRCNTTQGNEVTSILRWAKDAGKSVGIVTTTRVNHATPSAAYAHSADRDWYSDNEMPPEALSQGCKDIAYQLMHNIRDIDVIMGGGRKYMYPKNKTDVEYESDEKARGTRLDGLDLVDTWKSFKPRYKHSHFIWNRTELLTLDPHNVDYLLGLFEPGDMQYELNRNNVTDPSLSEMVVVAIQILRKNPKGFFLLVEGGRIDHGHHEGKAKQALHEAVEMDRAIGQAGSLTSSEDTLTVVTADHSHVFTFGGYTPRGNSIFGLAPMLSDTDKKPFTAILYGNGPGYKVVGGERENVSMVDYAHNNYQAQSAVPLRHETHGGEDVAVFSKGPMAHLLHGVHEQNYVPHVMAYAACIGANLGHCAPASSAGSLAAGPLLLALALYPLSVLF
TNAP inh pNP = inhibitors of human tissue-nonspecific alkaline phosphatase | P05186 | purified TNAP, pNPP hydrolysis, absorbance 405 nm | inhibition, % at 20 µM | 21,000 tested, under 10 active;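 also: 0% = DMSO only wells and 100% = 1 mM levamisole wells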
* marks the source's active call; other numbers are inactive results.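 The calls were made as follows: active = inhibition above 50% at the 20 µM single-dose screen; inactive = the rest.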 Some of the compounds tested. The share of hits here may be higher or lower than overall.

Start of the listing, in advance:
Screening CCOC(=O)CC(=O)CSc1nc2c(cc1C#N)CCCCCC2 returned TNAP Pi inh -2 and TNAP inh pNP -2.
Screening Cc1cc2n(n1)C(c1ccco1)Nc1ccccc1-2 (stereo not given) returned TNAP Pi inh 10 and TNAP inh pNP 3.
Cc1cc(C(=O)CSc2nnc(NCc3ccccc3)s2)c(C)n1C was read as TNAP Pi inh 12 and TNAP inh pNP 6.
For COc1ccccc1-c1nc(-c2cccc(C)c2)no1 the results were TNAP Pi inh 8 and TNAP inh pNP 2.

All compounds of this part (from the top)
Screening CCOC(=O)CC(=O)CSc1nc2c(cc1C#N)CCCCCC2 returned TNAP Pi inh -2 and TNAP inh pNP -2.
Screening Cc1cc2n(n1)C(c1ccco1)Nc1ccccc1-2 (stereo not given) returned TNAP Pi inh 10 and TNAP inh pNP 3.
Cc1cc(C(=O)CSc2nnc(NCc3ccccc3)s2)c(C)n1C was read as TNAP Pi inh 12 and TNAP inh pNP 6.
For COc1ccccc1-c1nc(-c2cccc(C)c2)no1 the results were TNAP Pi inh 8 and TNAP inh pNP 2.
Screening N#Cc1c(C(F)(F)F)cc(-c2ccco2)nc1SCc1ccncc1 returned TNAP Pi inh 6 and TNAP inh pNP -1.
For Cc1ccc(/C(O)=C2\C(=O)C(=O)N(CC(C)O)C2c2cccc(F)c2)cc1 (stereo not given) the results were TNAP Pi inh 8 and TNAP inh pNP 3.
Screening O=C(Cn1nc(C(F)(F)F)c2c1CCC2)N1CCN(c2ccccc2)CC1 returned TNAP Pi inh 0 and TNAP inh pNP -3.
For CCOC(=O)C1CCN(C(=O)NC23CC4CC(CC(C4)C2)C3)CC1 the results were TNAP Pi inh 8 and TNAP inh pNP 1.
Screening CC1(C)Cc2cccc(OCC(=O)Nc3ccccc3N3CCOCC3)c2O1 returned TNAP Pi inh 3 and TNAP inh pNP -2.
For CCOC(=O)CC(=O)CSc1nc2c(cc1C#N)CCCCC2 the results were TNAP Pi inh -30 and TNAP inh pNP -4.
For COc1nnc(-c2ccc(N3CCOCC3)c(NC(=O)c3ccco3)c2)c2ccccc12 the results were TNAP Pi inh -15 and TNAP inh pNP -4.
`COC(=O)c1cccc(S(=O)(=O)N2CCC(n3nnc4cc(F)ccc43)CC2)c1` gave TNAP Pi inh -15 and TNAP inh pNP 4.
Screening O=c1c2[nH]c3ccc(F)cc3c2ncn1CCCn1ccnc1 returned TNAP Pi inh -6 and TNAP inh pNP -15.
O=C(NC(Cc1ccc(F)cc1)C(=O)O)c1ccccc1 (stereo not given) was read as TNAP Pi inh 4 and TNAP inh pNP 0.
`O=C(CCC(=O)N1CCCC1)Nc1nnc(C(F)(F)F)s1` gave TNAP Pi inh -68 and TNAP inh pNP -38.
CCOC(=O)N1CC=C2C(C#N)=C(N)C(C#N)(C#N)[C@H](c3cccs3)[C@H]2C1 was read as TNAP Pi inh 0 and TNAP inh pNP 0.
`COc1ccc(-c2ccc(=O)n(CC(=O)Nc3cccc(O)c3)n2)cc1OC` gave TNAP Pi inh -6 and TNAP inh pNP -15.
Screening O=C(OCCN1C(=O)c2ccccc2C1=O)c1cccc(OC(F)F)c1 returned TNAP Pi inh -1 and TNAP inh pNP 4.
COCCn1nnnc1CN1CCOCC1 was read as TNAP Pi inh 9 and TNAP inh pNP 3.
For O=C(CSc1ncc(-c2ccc(F)cc2)[nH]1)NCc1ccco1 the results were TNAP Pi inh 7 and TNAP inh pNP 0.
For O=C(CSc1nnc(-c2ccco2)o1)N1c2ccccc2CCc2ccccc21 the results were TNAP Pi inh -5 and TNAP inh pNP 8.
Cc1cc(NC(=O)CSc2nnc(C(C)N(C)C)n2Cc2ccccc2)no1 (stereo not given) was read as TNAP Pi inh 8 and TNAP inh pNP 1.
Cc1nnc(NC(=O)c2cc3n(n2)C(C(F)(F)F)CC(C2CC2)N3)s1 (stereo not given) was read as TNAP Pi inh -2 and TNAP inh pNP -15.
`O=C(NCCc1ccccc1)c1c(O)c2cccc3c2n(c1=O)CC3` gave TNAP Pi inh -48 and TNAP inh pNP -19.
`COc1ccc(NC(=O)N(CCCN(C)C)Cc2cc3cc(OC)ccc3[nH]c2=O)cc1` gave TNAP Pi inh 17 and TNAP inh pNP 4.
For CCC1S/C(=C(\C#N)C(N)=O)N(c2ccc(F)cc2)C1=O (stereo not given) the results were TNAP Pi inh 7 and TNAP inh pNP 3.
Screening CCOC(=O)CSc1ncnc2c1cnn2-c1ccccc1 returned TNAP Pi inh 21 and TNAP inh pNP 8.
`CC1CCCC(C)N1C(=O)Cn1c(SCC(=O)Nc2ccc3c(c2)OCO3)nc2ccccc21` (stereo not given) gave TNAP Pi inh 0 and TNAP inh pNP 6.
`O=C(CN1CCOCC1)NCCNC(=O)CN1CCOCC1` gave TNAP Pi inh 11 and TNAP inh pNP 6.
`COC(=O)C1=C(C)NC(C)=C(C(=O)OC)C1c1cc2ccc(C)cc2[nH]c1=O` gave TNAP Pi inh -1 and TNAP inh pNP 5.
`S=c1[nH]nc(-c2ccccc2Cl)n1CC1CCCO1` (stereo not given) gave TNAP Pi inh -1 and TNAP inh pNP -5.
For CCCCCOC(=O)C1[C@H]2C(=O)N(CCCOC)C[C@]23C=C[C@H]1O3 (stereo not given in full) the results were TNAP Pi inh 5 and TNAP inh pNP 6.
`CCC1(C)Cc2c(sc(NC(=O)CCC(=O)O)c2C#N)CO1` (stereo not given) gave TNAP Pi inh 9 and TNAP inh pNP 6.
O=C(O)c1cccc(CN2C(=O)CSC2=O)c1 was read as TNAP Pi inh -23 and TNAP inh pNP -7.
Screening CCCCc1c(O)nc2n(c1=O)CCS2 returned TNAP Pi inh 13 and TNAP inh pNP 6.
Brc1ccc(-c2cnc3n2CCCC3)cc1 was read as TNAP Pi inh -8 and TNAP inh pNP -6.
COc1cccc(C2CC(C(F)(F)F)n3nc(C(=O)NCc4cccnc4)cc3N2)c1 (stereo not given) was read as TNAP Pi inh 8 and TNAP inh pNP 5.
`CCC(=O)Nc1ccc(C(=O)Nc2cccnc2)cc1` gave TNAP Pi inh 4 and TNAP inh pNP 0.
Screening Cc1nc(SCC(=O)N2CCN(c3ccccc3)CC2)c2oc3ccccc3c2n1 returned TNAP Pi inh 11 and TNAP inh pNP 4.
For O=C1CCC(=O)N1CCCCCc1nc(-c2ccccc2)no1 the results were TNAP Pi inh 19 and TNAP inh pNP 5.
For CCn1c(SCC(=O)N2CCCc3ccccc32)nc2c1c(=O)n(C)c(=O)n2C the results were TNAP Pi inh 7 and TNAP inh pNP 2.
Cc1ccc(-n2c(N)c(C(N)=O)sc2=S)cc1 was read as TNAP Pi inh 10 and TNAP inh pNP 5.
Screening CCCCOCCCNC(=O)N[C@@H](CC(C)C)C(=O)O returned TNAP Pi inh 6 and TNAP inh pNP 1.
`CCCC12CN3CC(C)(CN(C1)C3c1ccc3c(c1)OCO3)C2=O` (stereo not given) gave TNAP Pi inh 3 and TNAP inh pNP 2.
Screening Cc1cccc(CC2CC(=O)N(C3CCCCC3)C2=O)c1 (stereo not given) returned TNAP Pi inh 7 and TNAP inh pNP 4.
COc1cc(OC)c(C2=NOC(C(=O)Nc3c(C)nn(CC(=O)N4CCCC4)c3C)C2)cc1Cl (stereo not given) was read as TNAP Pi inh -4 and TNAP inh pNP -11.
For Cc1ccccc1-n1c(N)cc(=O)[nH]c1=S the results were TNAP Pi inh 20 and TNAP inh pNP 2.
For Clc1ccc(NCc2nnc3n2CCCCC3)cc1 the results were TNAP Pi inh 6 and TNAP inh pNP -11.
`Cc1ccc(-c2nnc(OCCN3CCOCC3)c3ccccc23)cc1` gave TNAP Pi inh 0 and TNAP inh pNP 0.
O=C(NCc1nc(-c2ccccc2)no1)c1ccc(Br)o1 was read as TNAP Pi inh -12 and TNAP inh pNP 2.

Ordered by molar mass (ascending): 3 of the compounds above
Screening CCCCOCCCNC(=O)N[C@@H](CC(C)C)C(=O)O returned TNAP Pi inh 6 and TNAP inh pNP 1.
O=C(NCc1nc(-c2ccccc2)no1)c1ccc(Br)o1 was read as TNAP Pi inh -12 and TNAP inh pNP 2.
COc1cc(OC)c(C2=NOC(C(=O)Nc3c(C)nn(CC(=O)N4CCCC4)c3C)C2)cc1Cl (stereo not given) was read as TNAP Pi inh -4 and TNAP inh pNP -11.

Continuation:
CC(C)n1c(N2CCN(C(=O)c3cccs3)CC2)nc2ccccc21 was read as TNAP Pi inh 12 and TNAP inh pNP 3.
For COC(=O)C1=C(C)N(C)C(=O)NC1c1ccccc1 (stereo not given) the results were TNAP Pi inh 12 and TNAP inh pNP 6.
Screening CCn1c(CNC(=O)COc2c(C)cccc2C)nnc1SCC(=O)Nc1nccs1 returned TNAP Pi inh 2 and TNAP inh pNP 7.
Screening CC(C)(C)C(=O)C(Oc1cccc2nonc12)n1cncn1 (stereo not given) returned TNAP Pi inh 8 and TNAP inh pNP 4.
Cc1cc(C)cc(NC(=O)N2CCC(NC(=O)c3ccc(F)cc3)CC2)c1 was read as TNAP Pi inh 7 and TNAP inh pNP 2.
Screening CC1OC(Nc2ccc(OC(F)(F)F)cc2)C(O)C(O)C1O (stereo not given) returned TNAP Pi inh 0 and TNAP inh pNP 0.
`Cn1c(SCC(=O)Nc2nc3c(s2)CCCC3)nnc1-c1ccccc1` gave TNAP Pi inh 7 and TNAP inh pNP 4.
For CC(C)CCOc1ccc(C2(C)NC(=O)N(CN3CCOCC3)C2=O)cc1 (stereo not given) the results were TNAP Pi inh 10 and TNAP inh pNP 2.
`COc1ccc(N2C(=O)CC(N3CCN(C4CCc5ccccc5C4)CC3)C2=O)cc1` (stereo not given) gave TNAP Pi inh 4 and TNAP inh pNP -2.
Cc1ccc2nc(-c3cccc(NC(=O)c4ccc5c(c4)OCCO5)c3)oc2c1 was read as TNAP Pi inh -11 and TNAP inh pNP 1.
Screening CC(=O)c1ccc(N2C(=O)C3C(C2=O)C(C(=O)c2ccc(Cl)cc2)N2CCCC32)cc1 (stereo not given) returned TNAP Pi inh 0 and TNAP inh pNP 5.
For C=CCn1c(SCC(=O)NC2CCCCC2)nnc1C(C)NC(=O)c1cccs1 (stereo not given) the results were TNAP Pi inh 8 and TNAP inh pNP 1.
`Oc1ccc(N2CCN(C(c3cccs3)c3nnnn3CCc3ccccc3)CC2)cc1` (stereo not given) gave TNAP Pi inh 6 and TNAP inh pNP 3.
`Cc1cc(N2C(=O)C(=O)/C(=C(/O)c3ccccc3)C2c2cccs2)no1` (stereo not given) gave TNAP Pi inh 0 and TNAP inh pNP 0.
C=CCN1C(=O)CN=C1Nc1ccc(OC)cc1OC was read as TNAP Pi inh 8 and TNAP inh pNP -4.
`CN(C)CCCN1c2ccccc2CCc2ccc(Cl)cc21` gave TNAP Pi inh 11 and TNAP inh pNP 6.
For COC(=O)CSc1cc(C(=O)c2nccn2C)c2ccccc2n1 the results were TNAP Pi inh 0 and TNAP inh pNP 0.
For COCCn1c(SCC#N)nnc1-c1ccccc1 the results were TNAP Pi inh 10 and TNAP inh pNP 2.
`CCOC(=O)c1sc(NC(=O)CSc2nncs2)c(C(=O)OCC)c1C` gave TNAP Pi inh 5 and TNAP inh pNP 2.
`CC1=CC(C)(C)N2C(=O)C3(C(C#N)=C(N)Oc4cc(O)ccc43)c3cccc1c32` (stereo not given) gave TNAP Pi inh 6 and TNAP inh pNP -1.
For Cc1cccc(C)c1NC(=O)CSc1nnc(-c2ccoc2C)n1CCc1ccccc1 the results were TNAP Pi inh 6 and TNAP inh pNP 0.
COc1ccccc1OCC(=O)Nc1oc(-c2ccccc2)c(-c2ccccc2)c1C#N was read as TNAP Pi inh 3 and TNAP inh pNP 0.
`CCOC(=O)C1=C(C)NC2=C(C(=O)c3ccccc32)C1c1cccnc1` (stereo not given) gave TNAP Pi inh 12 and TNAP inh pNP 8.
Cc1ccn(CCSCC(=O)O)n1 was read as TNAP Pi inh 15 and TNAP inh pNP 8.
Screening O=C(CSc1nccc(=O)[nH]1)N1c2ccccc2CCc2ccccc21 returned TNAP Pi inh 0 and TNAP inh pNP 0.
CCOC(=O)CSc1nc(N(C)C)nc(N(C)C#N)n1 was read as TNAP Pi inh -10 and TNAP inh pNP -9.
Screening CCSc1nnc(N(CCC#N)CCC#N)s1 returned TNAP Pi inh -1 and TNAP inh pNP 2.
For COc1ccc(C2C(C(C)=O)=C(O)C(=O)N2CCN(C)C)cc1OC (stereo not given) the results were TNAP Pi inh 11 and TNAP inh pNP -1.
CC(C)OC(=O)C(C)(C)Oc1ccc(C(=O)c2ccc(Cl)cc2)cc1 was read as TNAP Pi inh 10 and TNAP inh pNP 3.
C/C(Cl)=C/CN1C(=O)C2C3C=CC(C3)C2C1=O (stereo not given) was read as TNAP Pi inh -14 and TNAP inh pNP -4.
Screening Cc1cc(C)nc(SCc2ccc(C(=O)O)o2)n1 returned TNAP Pi inh 3 and TNAP inh pNP -2.
COc1ccc(C(c2nnnn2CC2CCCO2)N2CCN(c3cccc(C)c3C)CC2)cc1 (stereo not given) was read as TNAP Pi inh 8 and TNAP inh pNP 2.
Screening CCCn1c(=O)c2[nH]c(C3CCCC3)nc2n(CCC)c1=O returned TNAP Pi inh 6 and TNAP inh pNP 2.
`CCOC(=O)c1[nH]c(C)c(C(=O)OCCN2C(=O)c3ccccc3C2=O)c1C` gave TNAP Pi inh 3 and TNAP inh pNP -2.

Taken from above for reference:
O=C(NCc1nc(-c2ccccc2)no1)c1ccc(Br)o1 was read as TNAP Pi inh -12 and TNAP inh pNP 2.
CC(C)n1c(N2CCN(C(=O)c3cccs3)CC2)nc2ccccc21 was read as TNAP Pi inh 12 and TNAP inh pNP 3.
For COC(=O)C1=C(C)N(C)C(=O)NC1c1ccccc1 (stereo not given) the results were TNAP Pi inh 12 and TNAP inh pNP 6.
Screening CCn1c(CNC(=O)COc2c(C)cccc2C)nnc1SCC(=O)Nc1nccs1 returned TNAP Pi inh 2 and TNAP inh pNP 7.

Screening results deposited in PubChem by Sanford-Burnham Center for Chemical Genomics.
